Screening data (PubChem BioAssay)
12-LOX inh = Primary qHTS assay for inhibitors of human arachidonate 12S-lipoxygenase (ALOX12): Round 2; purified 12hLO, xylenol orange hydroperoxide absorbance; Potency, µM (highest dose often 108 µM), for inactives: at the highest dose activity change, negative = inhibition, actives largely listed as inhibitors; hit rate 1.1% among 580,000; AID 1671190, 2021; active means well fitted inhibition curve with a large enough effect; inconclusive means small, poorly fitted or top-dose-only effect, or another doubt; inactive means no such curve, though single readings can be large or run the other way
Target sequence (P18054 whole entry, looked up): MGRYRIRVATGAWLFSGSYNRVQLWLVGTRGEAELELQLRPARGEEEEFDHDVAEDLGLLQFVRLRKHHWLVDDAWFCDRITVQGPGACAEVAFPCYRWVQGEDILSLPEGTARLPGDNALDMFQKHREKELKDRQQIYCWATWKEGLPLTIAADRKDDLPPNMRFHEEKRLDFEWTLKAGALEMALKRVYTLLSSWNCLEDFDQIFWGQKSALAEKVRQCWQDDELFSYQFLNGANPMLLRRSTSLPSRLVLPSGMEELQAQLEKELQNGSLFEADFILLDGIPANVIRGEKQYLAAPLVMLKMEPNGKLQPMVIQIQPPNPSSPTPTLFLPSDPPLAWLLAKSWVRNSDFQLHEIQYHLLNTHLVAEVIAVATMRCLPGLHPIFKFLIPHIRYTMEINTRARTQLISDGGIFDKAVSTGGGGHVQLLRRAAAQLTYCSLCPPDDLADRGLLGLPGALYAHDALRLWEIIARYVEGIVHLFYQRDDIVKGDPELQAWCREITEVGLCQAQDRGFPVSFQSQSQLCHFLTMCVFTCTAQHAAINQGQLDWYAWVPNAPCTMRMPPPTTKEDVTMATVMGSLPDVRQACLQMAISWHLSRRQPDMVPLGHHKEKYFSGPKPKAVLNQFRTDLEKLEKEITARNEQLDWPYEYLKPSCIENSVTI
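Purified human 12hLO (150 nM final) in 25 mM Hepes, 0.01% Triton X-100, pH 7.0 was preincubated 15 min at room temperature with compound. Then 40 uM arachidonic acid was added, 30 min. Hydroperoxide was read by Fe-XO absorbance ratio 573/405 nm.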
Numbers without * were called inactive; ? = inconclusive; [ ] = another dose, or the depositor's remark. On the % scale 0 is the no-effect control and ±100 the full control effect; potency means the concentration at half of the fitted maximal effect.

| compound | 12-LOX inh |
| --- | --- |
| CCNC(=O)C1(NC(=O)Cc2coc(-c3ccccc3)n2)CCCCC1 | 1% |
| O=C(NC1CCCC1)C1CCCN(C2CCN(C3Cc4ccccc4C3)CC2)C1 (stereo not drawn) | 37% |
| CN(C)c1ccc(C(=O)N2CCC[C@H]2c2nc(-c3ccc(F)cc3)no2)cc1 | 14% |
| CCc1ccc2oc(-c3ccc(CN)cc3)nc2c1 | -28% |
| CC(C)n1c(SCCCn2c(=O)c3c(ncn3C)n(C)c2=O)nc2ccccc21 | 10% |
| Cc1ccc(-n2c(=O)c3c(cc(C)n3C)n(CC(=O)Nc3ccc4c(c3)OCO4)c2=O)cc1 | 30% |
| CCNc1ncc2nc(-c3ccc(F)cc3)c(=O)n(-c3ccccc3)c2n1 | -9% |
| CCn1cnnc1CC1CCN(C(=O)c2ccc3cc[nH]c3c2)C1 (stereo not drawn) | 23% |
| O=C(NCc1ccc(F)cc1)c1csc(N2CCN(c3ccccc3F)CC2)n1 | 5% |
| O=C(Nc1ccccc1F)N1CC2CCC(C1)N2Cc1ccc(Cl)cc1 | ? |

More compounds follow:
| compound | 12-LOX inh |
| --- | --- |
| Cc1nc(-c2ccc(F)cc2)n(Cc2cccc(C#N)c2)c(=O)c1CCO | 8% |
| CCC(C)SSC(C)CC (stereo not drawn) | 15%[176 µM] |
| CN(C)C(=O)C1=NOC2CN(C(=O)c3ccn(C)n3)CC12 (stereo not drawn) | 8%[12.5 µM] |
| C/C(=N\NC(=S)NCc1ccccc1)C(C)C | ? |
| C=CCNC(=O)c1ccccc1N | -36% |
| CCCc1noc(-c2cccn3c(CNC(=O)c4ccc(OC)cc4C)nnc23)n1 | 62%[activator] |
| O=C(CCc1conc1-c1ccccc1F)NCc1cccc(Br)c1 | 8% |
| CC(C)C(=O)N1CCC2(CCC(=O)N(CC3CC3)CC2)CC1 | 32% |
| Cc1cc2nc(C)c(C)nc2cc1C | 26% |
| CCCCn1cnc2c1c(=O)n(CC(=O)Nc1ccc(F)c(Cl)c1)c(=O)n2CC(C)C | ? |

Later entries.
| compound | 12-LOX inh |
| --- | --- |
| COc1ccc(-c2nc(-c3nonc3N)no2)cc1 | 17% |
| COCCNC(=S)N[C@H]1C[C@H]2C(=O)NC[C@@H](CCC(=O)N3CCN(c4ccccc4)CC3)N2C1 | 15% |
| COC(=O)c1cn([C@H]2CO[C@H]3[C@@H]2OC[C@@H]3NC(=O)NCc2ccccc2)nn1 | 22%[176 µM] |
| CC1CCC(NC(=O)c2noc(-c3ccc(C#N)cc3)n2)CC1 (stereo not drawn) | 8% |
| CCOC(=O)COc1ccc2c(=O)c(-c3ccccc3)c(C)oc2c1 | 3% |
| CN(Cc1ccccc1CN1CCCC1)c1nccc(-c2ccccn2)n1 | 38%[activator] |
| COCc1ncc(C)n1CCNC(=O)c1ccc(C)[nH]c1=O | 2% |
| Cc1cc(C)c(CNC(=O)c2cc(-c3cnn(C)c3)cc3c2OCCN3C)c(=O)[nH]1 | -1%[176 µM] |
| CCN1CCCC2(Cc3ccccc3CN(C(C)=O)C2)C1 (stereo not drawn) | 9%[12.5 µM] |
| Fc1ccc(OCCc2noc(C3CCCN3)n2)cc1 (stereo not drawn) | 19% |

Additional entries
| compound | 12-LOX inh |
| --- | --- |
| Cc1ccccc1CN1Cc2nc(-c3cnn(Cc4ccccc4)c3)ccc2OCC1=O | -29%[176 µM] |
| COc1ccc(/C=C(/C#N)C(=O)Nc2ccc(C34CC5CC(CC(C5)C3)C4)cc2)cc1 | 10% |
| CCc1cccc(-n2cc(C(=O)N3CCC(NC(=O)OC(C)(C)C)CC3)nn2)c1 | 36%[activator] |
| O=C(NCc1nnc2n1C(C(=O)O)CC2)C1CCCC1 (stereo not drawn) | ? |
| Cc1ccc(NC(=O)Cn2ccn3nc(-c4ccc(F)cc4)c(CO)c3c2=O)c(C)c1 | ? |
| CSCC(=O)N1CC[C@H](NC(=O)Nc2cccc(SC)c2)[C@H]1C(=O)N[C@@H](Cc1cccs1)C(N)=O | 10% |
| COCC(=O)Nc1cc(C(=O)N2CCc3sccc3C2)c2c(c1)nc(-c1ccncc1)n2C | 20% |
| COc1cc(/C=C(\C#N)c2nc3ccccc3[nH]2)cc(Br)c1OC | -6% |
| C#CCN1CCC(C(=O)NCCN2CCCCCC2)CC1 | -15% |
| O=C(Cc1ccc(N(Cc2ccccc2)C(=O)c2ccco2)cc1)NCC1CCCO1 (stereo not drawn) | 6% |

Part of the list above in another layout:
canonical_smiles: Cc1ccccc1CN1Cc2nc(-c3cnn(Cc4ccccc4)c3)ccc2OCC1=O
- 12-LOX inh: -29%[176 µM]

canonical_smiles: CSCC(=O)N1CC[C@H](NC(=O)Nc2cccc(SC)c2)[C@H]1C(=O)N[C@@H](Cc1cccs1)C(N)=O
- 12-LOX inh: 10%

canonical_smiles: COCC(=O)Nc1cc(C(=O)N2CCc3sccc3C2)c2c(c1)nc(-c1ccncc1)n2C
- 12-LOX inh: 20%

(continued)
| compound | 12-LOX inh |
| --- | --- |
| Cc1cc(C)nc(/N=C2\NC(=O)CC(C(=O)O)N2c2cccc(C(F)(F)F)c2)n1 (stereo not drawn) | ? |
| CC(C)n1cnnc1SCCOc1ccccc1Cl | 9% |
| COCCN1C(=O)c2ccccc2C(C(=O)Nc2nc(C)c(C)s2)C12CCCC2 (stereo not drawn) | 23% |
| COCCCNC(=O)C1CCN(C(=O)C2C(C=C(C)C)C2(C)C)CC1 (stereo not drawn) | 7% |
| Cc1nnc2sc(-c3cccc(NC(=O)C(C)(C)C)c3)nn12 | -2% |
| COc1ccc(C(=O)N2CCC(c3n[nH]c(=O)n3-c3ccc(C)cc3)CC2)cc1OC | 23% |
| O=C(Nc1cccn2nc(C3CCC3)nc12)C1CCC1 | 58%[activator] |
| COCCn1c(=O)c(-c2ccc(F)cc2)nc2cnc(N(C)C)nc21 | -2% |
| C#CCNC(=O)[C@@H]1Cc2cn(Cc3cccnc3)c3cccc(c23)[C@H](CC(C)C)N1 | 106%[activator][176 µM] |
| COc1ccc2[nH]cc(CCNc3cc(-c4ccc(C(=O)N(C)C)cc4)ncn3)c2c1 | ? |

More structures follow.
| compound | 12-LOX inh |
| --- | --- |
| COCCN1C(=O)c2cccn2CC1CNC(=O)c1n[nH]c(=O)c2ccccc12 (stereo not drawn) | 44% |
| Cc1cnc(CCNC(=O)CC2CCCCC2)n1CC1CC1 | 45%[activator] |
| COc1ccc(-c2c(NC(=O)C(C)C)oc3c(C)cccc3c2=O)cc1 | 25% |
| CC1(C)c2ccccc2N2CC(=O)N[C@@]21/C=C/c1ccc(Cl)cc1 | -53% |
| Cc1ccc2oc(C(=O)Nc3ccnn3Cc3ccc(Cl)cc3)cc(=O)c2c1 | ? |
| CCOc1ccccc1C(=O)Nc1nnc(C2CCCCC2)s1 | -37% |
| CC(C)C(NC(=O)C(N)C(C)O)C(=O)O (stereo not drawn) | 13% |
| Cn1c(Sc2ncnc3scc(-c4ccccc4)c23)nnc1-c1ccccc1F | 4% |
| Cc1cc(=O)c(C(=O)N2CCN(S(=O)(=O)c3ccccc3C#N)CC2)nn1-c1ccccc1F | 12% |
| Cc1ccc(OCC(=O)NCC2CCN(c3cnn(C)c(=O)c3)C2)cc1 (stereo not drawn) | -12% |

Later entries:
| compound | 12-LOX inh |
| --- | --- |
| O[C@@H]1COC2[C@@H](O)CO[C@@H]21 (stereo partly drawn) | 2% |
| c1cncc(-c2ccc3ncnc(NC4CCNCC4)c3c2)c1 | -23% |
| CCNC(=O)N1CC[C@H]2CC(=O)N(c3ccccc3)CC[C@H]2C1 | 46%[activator][176 µM] |
| COCCn1c(C)nnc1-c1cc(-c2cccc(OC(F)(F)F)c2)ccn1 | 26%[176 µM] |
| COc1cccc(-c2cccc(COc3cnc4c(ccn4CC(=O)O)c3)c2)c1F | 50µM* |
| Cc1ccc(NC(=O)c2cc(C3CC3)nc3ccccc23)c(C)c1 | ? |
| CCc1cccc(NC(=O)C2CCN(C(=O)c3nnn4c3COC(c3ccc(OC)cc3)C4)CC2)c1 (stereo not drawn) | ? |
| O=C(COc1cc(O)c2c(=O)cc(-c3ccccc3)oc2c1)NCCCO | 0% |
| O=C(NCc1ccccc1)NC1CCN(C(=O)N2CC3CC(C2)[C@H]2CCCC(=O)N2C3)CC1 (stereo partly drawn) | 57%[activator] |
| c1cc(-c2noc(-c3ccco3)n2)cc(-c2noc(-c3ccco3)n2)c1 | -34% |

(cont.)
| compound | 12-LOX inh |
| --- | --- |
| Cc1ccc(C)c(C(=O)Nc2cccc(-c3nnc4n3CCCC4)c2)c1 | 22% |
| COc1ccc(NC(=O)CSc2nc3c(=O)[nH]cnc3n2-c2ccc(C)cc2)cc1OC | 23% |
| COc1ccc(-c2nnc(CSc3nc(C)c(C)n3C3CCCC3)o2)cc1 | 12% |
| O=C(Nc1ccc2c(c1)OCO2)C1CCN(C(=O)c2cc3ccccc3o2)CC1 | -2% |
| O=[S+]1([O-])NCC2(CCN(CC3CC3)CC2)Nc2ccccc21 | 46%[176 µM] |
| COC(=O)[C@@H]1CCCN1C(=O)c1cnn(-c2nccc(-c3cc(C)sc3C)n2)c1C1CC1 | -2% |
| Cc1nn2c(N3CCC(O)C3)cc(-c3ccccc3)nc2c1C (stereo not drawn) | 16% |
| O=C(NC(NCc1ccccc1Cl)(C(F)(F)F)C(F)(F)F)c1ccccc1 | -10% |
| CC(C)CNC(=O)N1CCCC(c2noc(COc3ccccc3F)n2)C1 (stereo not drawn) | 11% |
| O=S(=O)(c1ccccc1C(F)(F)F)N1CC(c2nc(-c3ccncc3)no2)C1 | 21% |

Other structures
Compound	12-LOX inh
COc1cccc(CNC(=O)c2ncoc2-c2cccs2)c1OC	47%[activator]
COC(=O)c1cnn(-c2ccc(C(=O)Nc3ccc(Br)cc3F)cc2)c1N	?
COc1cccc(-c2nccc(-n3ccnc3)n2)c1	-14%
O=C1NCN(Cc2ccc(Cl)cc2)C12CCN([S+](=O)([O-])c1cccs1)CC2	6%
Cc1ccc(-c2ccc3ccccc3n2)c(C)c1	-1%
CCS(=O)(=O)CCSCCS(=O)(=O)CC	10%
COc1ccc(NC(=O)Nc2c(NC3CCCC3)c3ccccc3oc2=O)cc1OC	-25%
O=S(=O)(c1ccc(Br)cc1Cl)N1CCNCC1	-10%
COC(=O)[C@H](CC(C)C)N(Cc1cn(CC2CCCCC2)nn1)S(=O)(=O)c1ccccc1Br	5.6µM*
O=C(NCc1ccccc1)[C@H]1CCCN1C(=O)[C@H]1CCCN1C(=O)c1ccc(F)c(F)c1	-4%
COc1cccc(C(=O)N2CCC3(CC2)N=C(c2ccccc2)NO3)c1	31%
COc1ccc(C(CC(=O)Nc2cccc(F)c2)N2Cc3ccccc3C2=O)cc1OC (stereo not drawn)	2%

Molecules listed so far that have a COOH group, in the order listed:
Compound	12-LOX inh
O=C(NCc1nnc2n1C(C(=O)O)CC2)C1CCCC1 (stereo not drawn)	?
Cc1cc(C)nc(/N=C2\NC(=O)CC(C(=O)O)N2c2cccc(C(F)(F)F)c2)n1 (stereo not drawn)	?
CC(C)C(NC(=O)C(N)C(C)O)C(=O)O (stereo not drawn)	13%
COc1cccc(-c2cccc(COc3cnc4c(ccn4CC(=O)O)c3)c2)c1F	50µM*

More structures:
Compound	12-LOX inh
COCCN1C(=O)CS(=O)(=O)C12CCN(C(=O)COc1cccc(C)c1)CC2	10%
Nc1ccc(/C=C/C(=O)c2ccc(Cl)cc2)cc1	-72%
C=CCNC(=O)NC(=O)CN(CC1CCOC1)C1CC1 (stereo not drawn)	?
CNC(=O)N1CCC(C2CCN(C(=O)c3cccn3C)C2)CC1 (stereo not drawn)	7%
CC1CCN(C(=O)C2CCN(C(=O)c3cc4ccccc4n3C)CC2)CC1	48%[activator]
Cc1ccc(-c2nc(CNS(=O)(=O)C3CC3)[nH]c2-c2ccccn2)cc1	103%[activator]
CC(C(=O)NCc1ccc(F)cc1F)C1CCOCC1 (stereo not drawn)	25%
COc1ccc(Cc2nc3nccc(-c4cc(OC)c(OC)c(OC)c4)n3n2)cc1	44%
Cc1nn(-c2ccccc2)c(C)c1[C@@H]1C=C[C@@H](NC(=O)c2ccc3c(c2)OCO3)C1	12%[176 µM]
COCc1nnc2n1CCC(NC(=O)CCCc1c[nH]c3ccccc13)CC2 (stereo not drawn)	25%
O=C1CCc2cc(C(=O)NCCc3ccc4c(c3)OCO4)ccc2N1	-26%
O=c1c2nc(NCCOc3ccccc3)ccc2ncn1Cc1ccccc1	9%[176 µM]

Other records.
Compound	12-LOX inh
O=C(c1ccccc1)N1CCC2(CC1)C(=O)NN=C2c1ccncc1	16%[176 µM]
COc1ccc(-c2nc(C3CC3)nc3c2CCN(Cc2cccnc2)CC3)cc1	10%
CCOc1ccc(C(CC(=O)Nc2ccc(C)cc2C)N2Cc3ccccc3C2=O)cc1OC (stereo not drawn)	2%
COc1ccc(C2Cn3nnc(-c4nc(C(C)C)no4)c3CO2)cc1 (stereo not drawn)	-10%
O=C(C1CCCC1)N1CCC(c2noc(COCC3CC3)n2)CC1	37%[activator]
COc1cccc(C(=O)N2CCn3c(nn(-c4ccc(C)cc4)c3=O)C2)c1	28%
CNC(=O)c1c(-c2ccc(F)cc2)oc2cc(N(CCO)S(C)(=O)=O)c(C3CC3)cc12	-1%[57.4 µM]
Cc1cccc(C(=O)NCCC(=O)NC2CCCC2)c1	-1%
COc1ccc(CN2CC3(CCN(C(=O)c4cn[nH]c4-c4ccc(F)cc4)CC3)C2=O)cc1	54%[activator]
CCCCCCOc1ccc(C(=O)O)cc1Br	-19%
COc1ccc(NC(=O)c2cccc(-n3cccc3)c2)c(OC)c1	?
O=C1NCCCCCN(S(=O)(=O)c2ccccc2)[C@H]2CCCC[C@@H]12	22%
CN1C(=O)C(c2ccccc2)CC12CCN(C(=O)Cc1ccccc1)CC2 (stereo not drawn)	41%
COc1ccc(C(C)=O)cc1COC(=O)C1(c2ccc(Cl)cc2)CC1	5%
CC(C)c1nc2ccccc2n1CC(=O)NC1CCCN(c2ncccn2)C1 (stereo not drawn)	0%

A portion of the library; the hit share may differ from the screen's.
